SUMO1-SIM PPI – modulators of SUMO1 protein-protein interactions, primary screen, biochemical, uHTS | Small ubiquitin-related modifier 1 (Homo sapiens), P63165 | SUMO1 binding to a labelled peptide, TR-FRET, 1 h | inhibition, % at 20 µM | hit rate 0.33% among 360,000 | AID 602429, 2012; in the data active = inhibition above about 37%
Target sequence (P63165 whole entry, looked up): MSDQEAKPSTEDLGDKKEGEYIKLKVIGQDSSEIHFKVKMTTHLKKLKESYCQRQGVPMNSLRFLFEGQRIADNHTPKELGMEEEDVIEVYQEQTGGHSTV
CendR NRP1 mod – modulators of CendR peptide binding to NRP-1, primary screen, biochemical, fluorescence polarization, uHTS; FAM-RPARPAR peptide binding to NRP-1; AID 602438, 2012; inhibition, % at 25 µM; hit rate 0.85% among 360,000; Neuropilin-1 (Homo sapiens), O14786;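 active = inhibition or corrected inhibition above about 18%, plus a signal ratio from 0.5 to 1.5, limit read from the data, passing the limit was not always enough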; also: strong numbers were not always called active
Target sequence (O14786 whole entry, looked up): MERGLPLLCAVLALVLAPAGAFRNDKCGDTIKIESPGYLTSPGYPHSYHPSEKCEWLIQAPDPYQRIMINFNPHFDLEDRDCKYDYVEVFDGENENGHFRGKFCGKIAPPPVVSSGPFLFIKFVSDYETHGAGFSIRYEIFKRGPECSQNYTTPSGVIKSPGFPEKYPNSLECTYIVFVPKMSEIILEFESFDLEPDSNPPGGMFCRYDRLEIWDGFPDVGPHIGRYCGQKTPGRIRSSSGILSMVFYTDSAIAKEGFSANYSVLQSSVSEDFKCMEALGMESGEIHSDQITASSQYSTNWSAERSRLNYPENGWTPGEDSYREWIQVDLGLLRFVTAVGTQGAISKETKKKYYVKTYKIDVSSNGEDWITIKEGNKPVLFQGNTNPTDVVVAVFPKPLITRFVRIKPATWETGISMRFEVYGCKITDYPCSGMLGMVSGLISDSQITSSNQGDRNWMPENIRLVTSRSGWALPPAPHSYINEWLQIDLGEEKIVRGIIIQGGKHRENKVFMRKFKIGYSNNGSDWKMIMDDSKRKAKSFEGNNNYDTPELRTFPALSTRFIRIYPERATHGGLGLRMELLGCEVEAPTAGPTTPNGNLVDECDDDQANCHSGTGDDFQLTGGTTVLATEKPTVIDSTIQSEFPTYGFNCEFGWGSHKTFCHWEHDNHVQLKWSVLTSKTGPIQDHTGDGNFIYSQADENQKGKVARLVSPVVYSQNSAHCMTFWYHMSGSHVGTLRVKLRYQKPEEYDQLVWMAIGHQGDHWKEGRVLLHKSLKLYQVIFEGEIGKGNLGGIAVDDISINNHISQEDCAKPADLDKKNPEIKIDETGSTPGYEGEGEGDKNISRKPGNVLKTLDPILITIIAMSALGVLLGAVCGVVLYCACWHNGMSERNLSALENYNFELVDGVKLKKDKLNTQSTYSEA
SKN-1 inh – suppressors of acrylamide-induced Pgst-4::GFP reporter in worms, primary screen, SKN-1 inhibitor project, whole organism, uHTS, GFP/RFP fluorescence ratio, strain VP596; C. elegans VP596 Pgst-4::GFP/RFP ratio, 24 h; inhibition, % at 21.8 µM; hit rate 0.49% among 360,000; AID 624304, 2012;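 active = interference check ratio from 0.5 to 1.5 plus GFP to RFP signal ratio inhibition reaching or exceeding a fixed threshold, cut at about 30% in these data, passing the limit was not always enough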; also: some compounds called inactive have numbers as strong as hits
NadD inh – inhibitors of S. aureus NadD, primary screen, biochemical, colorimetric, uHTS | purified NadD enzyme, colorimetric absorbance read-out | inhibition, % at 20 µM | Nicotinate-nucleotide adenylyltransferase NadD (Staphylococcus aureus N315) | hit rate 0.78% among 360,000; in the data active = inhibition above about 26%; also: some compounds past the cut are filed as inactive
DNMT1 inh – human DNMT1 methyltransferase inhibitors, primary screen, biochemical, molecular beacon, fluorescence, HinP1I cleavage, uHTS. DNA (cytosine-5)-methyltransferase 1 (Homo sapiens), P26358. inhibition (reported as % activation of signal), % at 10 µM. hit rate 0.83% among 360,000; in the data active = inhibition above about 50%
LMPTP inh – LMPTP phosphatase inhibitors, primary screen, biochemical, fluorescence intensity, uHTS; Low molecular weight phosphotyrosine protein phosphatase (Homo sapiens), P24666; recombinant LMPTP-A, OMFP fluorogenic substrate; inhibition, % at 20 µM; AID 651560, 2012; hit rate 0.22% among 360,000;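 active = compounds that cut the enzyme signal by at least half of the control window in the single-dose screen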;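 also: plate controls were DMSO wells with enzyme plus substrate for no effect and substrate without enzyme for full effect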
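Test system: LMPTP-A phosphatase enzyme; input: 0.625 nM LMPTP-A final; reagent: OMFP substrate, 400 µM final; compound dosing: 20 µM single dose, 3% DMSO; incubation: 50 min dark incubation at room temperature; measured by: endpoint fluorescence intensity from OMFP dephosphorylation; measure: % inhibition relative to no-enzyme and uninhibited control wells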
Scp1 inh – Scp-1 phosphatase inhibitors, primary screen, biochemical, colorimetric, uHTS; Carboxy-terminal domain RNA polymerase II polypeptide A small phosphatase 1 (Homo …; Recombinant Scp1, phosphopeptide, malachite green phosphate absorbance; hit rate 0.88% among 340,000; inhibition, % at 20 µM; AID 493091, 2011;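 active = inhibition above about 50% at 20 µM, limit read from the data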;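 also: plate controls were DMSO wells with enzyme for no effect and wells lacking enzyme for full effect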
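Incubation: 45 min enzyme reaction at room temperature / System: truncated SCP-1 phosphatase (76-261aa) / Reagent: Phospho 17-mer peptide substrate / Buffer or medium: Acidic Tris acetate buffer with magnesium and detergent / Signal: absorbance at 630 nm / Doses: one concentration, 20 µM, with 1.0% DMSO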
STEP inh – STEP phosphatase inhibitors, primary screen, biochemical, fluorescence intensity, uHTS; Tyrosine-protein phosphatase non-receptor type 5 (Homo sapiens), P54829; inhibition, % at 20 µM; recombinant STEP, OMFP fluorogenic substrate; hit rate 0.25% among 360,000;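 active = inhibition at 20 µM, scaled per plate between control wells, above about 37%, limit read from the data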;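 also: 0% = DMSO with enzyme and substrate and 100% = substrate only without enzyme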
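Assay system: isolated STEP enzyme / Timing: 20 min at room temperature, dark / Doses: 20 µM, 1% DMSO / Technique: fluorescence intensity, excitation 480 nm, emission 540 nm / Reagent: fluorogenic phosphatase substrate OMFP at 25 µM final / Measure: percent inhibition scaled to no-enzyme and uninhibited-enzyme controls, plate-pattern corrected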
Rpn11 inh – Rpn11 (PSMD14) deubiquitinase inhibitors, primary screen, biochemical, fluorescence polarization, uHTS | hit rate 0.59% among 360,000 | 26S proteasome non-ATPase regulatory subunit 14 (Homo sapiens), O00487 | human 26S proteasome, Ub4-pepOG fluorescence polarization; 20S core pre-blocked with epoxomicin | calls only at 20 µM | AID 588493, 2011;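 active = inhibition at 20 µM, scaled to each plate's controls, above about 33%, limit read from the data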
MT1-MMP act inh – blockers of MT1-MMP proenzyme processing, primary screen, HT1080 RFP-PRO-GFP cells, GFP/RFP fluorescence; Matrix metalloproteinase-14 (Homo sapiens), P50281; GFP/RFP ratio fluorescence, overnight; percent of plate control window, DMSO zero; GFP/RFP ratio change, % at 20 µM; hit rate 0.061% among 360,000; AID 651647, 2012;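 active = GFP/RFP ratio change of at least 30% with cell ATP level not reduced by more than half and red fluorescence within 50% of control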; also: strong numbers were not always called active
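system = RFP-PRO-GFP reporter HT1080 cells | dosing = 20 µM single dose, 1% DMSO | timing = overnight cell settling, then overnight compound exposure, 37 °C, 5% CO2 | read-out basis = GFP/RFP fluorescence ratio | controls = DMSO and RFP-L50D-GFP cell wells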
The depositor's hits bear a star; i = inactive; . = no result given.

Molecule,SUMO1-SIM PPI,CendR NRP1 mod,SKN-1 inh,NadD inh,DNMT1 inh,LMPTP inh,Scp1 inh,STEP inh,Rpn11 inh,MT1-MMP act inh
O=C(NCCOC(=O)C1COc2ccccc2O1)C1COc2ccccc2O1 (stereo not given),-1,2,7,-1,3,-1.2,-2,0,i,2
Nc1nonc1-n1nnc(C(=O)N/N=C/c2cccnc2)c1-c1cccs1,-25,0,13,8,0,-0.1,-8,-1,i,-9
O=C1c2ccccc2CN1CCSC(=S)N1CCOCC1,-3,-1,5,0,2,-1.3,-12,-2,i,6
CCOC(=O)C1CCN(S(=O)(=O)c2ccc3c(c2)NC(=O)C(C)S3)CC1 (stereo not given),-3,18,3,-2,2,-0.7,1,-2,i,2
CCOC(=O)N1CCC(NC(=O)CSCc2nc(-c3sccc3C)oc2C)CC1,-3,-8,6,0,0,-1.5,-1,3,i,1
CCOc1ccc(N(C(C)C(=O)Nc2cccnc2)S(C)(=O)=O)cc1 (stereo not given),-2,0,-3,2,-4,-0.1,-6,-1,i,7
COc1cc(NC(=O)CS(=O)(=O)c2ccccc2)cc(OC)c1OC,2,-8,13,1,2,-1.2,-3,-2,i,1
CNC(=O)C1(C)C=CC2(CCCCC2)N1C(=O)OC (stereo not given),8,-7,4,-2,0,-1.7,-9,1,i,-3
Cc1c(C(=O)OCC(=O)N2CCC(C)CC2)oc2ccccc12,2,-9,9,-9,0,-0.6,-7,1,i,-4
O=C(N=Nc1c(O)n(Cc2ccccc2)c2ccccc12)c1ccncc1,-22,-5,2,-3,-2,0.3,-7,1,i,9
O=C(Cn1c(=O)oc2ccccc21)NCc1ccco1,2,2,-1,5,5,-1.7,-6,-6,i,-1
COc1ccc(-c2nc3ccccc3s2)cc1NC(C)=O,-11,-2,-4,-1,5,0.4,-2,-3,i,-5
O=C(O)c1ccc(C2(c3ccc(C(=O)O)cc3)OC(=O)c3ccccc32)cc1,4,-6,18,4,-2,-1.2,-1,4,i,4
O=C(COc1cccc(-n2cnnn2)c1)N1CCOCC1,0,-1,30,6,3,-1.4,-5,14,i,9
CCOc1ccc(/C=C/C(=O)Nc2ccc(OC)cc2[N+](=O)[O-])cc1,-13,-28,33,-10,8,0.9,-2,-7,.,-72

(more compounds)
Molecule,SUMO1-SIM PPI,CendR NRP1 mod,SKN-1 inh,NadD inh,DNMT1 inh,LMPTP inh,Scp1 inh,STEP inh,Rpn11 inh,MT1-MMP act inh
O=C(c1ccc([N+](=O)[O-])c(CS(=O)(=O)c2ccc(Cl)cc2)c1)N1CCCCC1,-16,9,-5,-5,-1,-1.1,-4,1,i,4
O=C1CCC(C(=O)N2CCSCC2)CN1Cc1ccc(Cl)cc1 (stereo not given),-1,-5,2,-5,4,-2.5,-2,0,i,-3
Cc1c(Cl)cccc1NC(=O)CCN1C(=O)C2CC=CCC2C1=O (stereo not given),1,1,28,-4,0,-0.3,-15,9,i,1
COc1ccc2[nH]cc(CCNC(=O)Cc3c(F)cccc3Cl)c2c1,4,11,3,-2,72*,0.7,-8,2,i,5
Cc1cc(OCC(O)CNC(C)(C)C)ccc1Cl (stereo not given),5,-12,0,-6,-1,0.0,5,2,i,0
C=CCOC(=O)C1=C(C)NC(SCC(=O)Nc2ccc(C)c(Cl)c2)=C(C#N)C1c1ccco1 (stereo not given),3,1,-4,8,30,2.6,5,-3,i,-7
Cc1cc(NC(=O)CCn2c(=O)sc3ccccc32)no1,0,-6,6,-2,0,-1.5,-8,-2,i,-2
N#Cc1c2n(c3c(=O)n(Cc4ccc(Cl)cc4)cnc13)CCCC2,4,-10,7,5,1,-0.4,-2,4,i,7
CCn1cc(/C=C(\NC(=O)c2cc(OC)c(OC)c(OC)c2)C(=O)NCCN2CCOCC2)c2ccccc21,5,0,-2,-4,0,-0.4,-8,1,i,-4
Cc1cc(C)c2[nH]c(=O)c(CN(Cc3ccc4c(c3)OCO4)Cc3nnnn3C3CCCC3)cc2c1,0,-5,12,5,-6,2.9,1,1,i,-12
CS(=O)Cc1cc(Sc2ccccc2)nc(-c2cccnc2)n1 (stereo not given),1,-6,-6,-3,0,-0.4,-4,-1,i,-5
CSCc1ccc(C(=O)NCC(c2cccs2)N2CCOCC2)cc1 (stereo not given),-18,-6,-3,-1,2,-10,-8,-1,i,4
Cn1ccc(C(=O)N2CCCc3ccccc32)n1,-2,-17,1,-4,-3,0.0,-2,-2,i,0
COc1cc(OC)cc(C(=O)NC(=S)NCc2ccco2)c1,2,-3,-6,-6,7,0.8,-5,1,i,-1
CC(CC(=O)Nc1cc([N+](=O)[O-])ccc1Cl)c1ccccc1 (stereo not given),-25,2,0,-9,-3,1.4,-5,-2,i,-2

DNMT1 inh, hit marks shown above.
Molecule,SUMO1-SIM PPI,CendR NRP1 mod,SKN-1 inh,NadD inh,DNMT1 inh,LMPTP inh,Scp1 inh,STEP inh,Rpn11 inh,MT1-MMP act inh
COc1ccc2[nH]cc(CCNC(=O)Cc3c(F)cccc3Cl)c2c1,4,11,3,-2,72*,0.7,-8,2,i,5

Additional results
Molecule,SUMO1-SIM PPI,CendR NRP1 mod,SKN-1 inh,NadD inh,DNMT1 inh,LMPTP inh,Scp1 inh,STEP inh,Rpn11 inh,MT1-MMP act inh
CN(CC(=O)Nc1c(Cl)cccc1Cl)C(=O)c1cc(-c2cccs2)nn1-c1ccccc1,1,10,1,2,-2,-0.1,-8,-1,i,5
O=C(NCc1ccc2c(c1)OCO2)C1COc2ccccc2O1 (stereo not given),4,7,-7,-2,1,-0.5,-9,-1,i,-8
CCOc1cc(/C=N/NC(=O)c2ccc(NC(=O)C3CC3)cc2)ccc1O,0,0,0,1,0,0.7,1,0,i,3
CCc1ccc(CN(C)C(=O)c2cc(COc3cccc(C(F)(F)F)c3)on2)nc1,0,-7,0,-2,-1,2.7,2,0,i,2
CS(=O)(=O)c1ccc(C(=O)Nc2ccc(N3CCOCC3)cc2)c(Cl)c1,0,-4,7,-8,4,-0.8,-4,1,i,2
COc1ccc(S(=O)(=O)N2CCC(C(=O)N3CCCCCC3)CC2)cc1,-3,1,18,-2,2,-1.8,-7,-3,i,5
COc1ccccc1C(=O)Nc1cc(C)on1,5,-13,23,-1,2,-2.5,-6,1,i,0
Cc1cc2nc(-c3ccco3)c(Cc3cccc(F)c3)n2c(C)c1Br,14,-34,0,50*,56*,8.9,.,1,i,0
NS(=O)(=O)c1ccc(CCNC(=O)CNC(=O)COc2ccccc2)cc1,3,-4,-17,0,-14,-0.4,2,-4,i,2
C=CCn1c(C(C)NC(=O)c2ccc(C)cc2)n[nH]c1=S (stereo not given),-1,8,11,3,0,-0.8,-2,4,i,-1
COc1cccc(NC(=O)CN2C(=O)NC(C)(CC(C)C)C2=O)c1 (stereo not given),2,0,-2,-5,1,0.1,-9,3,i,4
COc1ccc(CC(=O)NNC(=O)c2cccnc2)cc1OC,4,6,0,-5,-4,-0.8,-8,0,i,1
COc1ccc(N2CCCC2=N)c(OC)c1,1,12,-1,-4,0,-1.6,-5,-2,i,0
CC(=O)NC(Cc1ccc(C)cc1)C(=O)NC1CCN(C(=O)c2cnccn2)CC1 (stereo not given),-1,-8,5,1,3,-1.6,-6,0,i,-2
CCOC(=O)c1ccc(N2C(=O)CC(N3CCC(O)(c4ccc(Cl)cc4)CC3)C2=O)cc1 (stereo not given),0,-8,11,5,-3,0.0,-5,0,i,-8
Cc1ccc(OCC(=O)Nc2ccc(N3CCN(S(C)(=O)=O)CC3)cc2)c(C)c1,-2,-11,4,-3,13,-2.2,-5,-2,i,-5

Compounds shown so far with an aryl methoxy group (eleven):
Molecule,SUMO1-SIM PPI,CendR NRP1 mod,SKN-1 inh,NadD inh,DNMT1 inh,LMPTP inh,Scp1 inh,STEP inh,Rpn11 inh,MT1-MMP act inh
COc1cc(NC(=O)CS(=O)(=O)c2ccccc2)cc(OC)c1OC,2,-8,13,1,2,-1.2,-3,-2,i,1
COc1ccc(-c2nc3ccccc3s2)cc1NC(C)=O,-11,-2,-4,-1,5,0.4,-2,-3,i,-5
CCOc1ccc(/C=C/C(=O)Nc2ccc(OC)cc2[N+](=O)[O-])cc1,-13,-28,33,-10,8,0.9,-2,-7,.,-72
COc1ccc2[nH]cc(CCNC(=O)Cc3c(F)cccc3Cl)c2c1,4,11,3,-2,72*,0.7,-8,2,i,5
CCn1cc(/C=C(\NC(=O)c2cc(OC)c(OC)c(OC)c2)C(=O)NCCN2CCOCC2)c2ccccc21,5,0,-2,-4,0,-0.4,-8,1,i,-4
COc1cc(OC)cc(C(=O)NC(=S)NCc2ccco2)c1,2,-3,-6,-6,7,0.8,-5,1,i,-1
COc1ccc(S(=O)(=O)N2CCC(C(=O)N3CCCCCC3)CC2)cc1,-3,1,18,-2,2,-1.8,-7,-3,i,5
COc1ccccc1C(=O)Nc1cc(C)on1,5,-13,23,-1,2,-2.5,-6,1,i,0
COc1cccc(NC(=O)CN2C(=O)NC(C)(CC(C)C)C2=O)c1 (stereo not given),2,0,-2,-5,1,0.1,-9,3,i,4
COc1ccc(CC(=O)NNC(=O)c2cccnc2)cc1OC,4,6,0,-5,-4,-0.8,-8,0,i,1
COc1ccc(N2CCCC2=N)c(OC)c1,1,12,-1,-4,0,-1.6,-5,-2,i,0

Screens from PubChem BioAssay.
